# Screens: PubChem, several laboratories
# Rin1 Abl inh: inhibitors of Rin1-Abl protein binding, primary screen, biochemical, TR-FRET | Tyrosine-protein kinase ABL1 (Homo sapiens) + Ras and Rab interactor 1 (Homo sapiens), … | inhibition, % at 7.35 µM | hit rate 0.4% among 360,000 | AID 588664, 2011; in the data active = inhibition above about 5%, passing the limit was not always enough
# PABP1 MLLE inh: inhibitors of PABP1 MLLE–PAM2 peptide binding, primary screen, biochemical, fluorescence polarization, FITC-PAM2, GST-MLLE. Polyadenylate-binding protein 1 (Homo sapiens), P11940. AID 588489, 2011. hit rate 0.36% among 360,000. inhibition, % at 20 µM; in the data active = inhibition above about 35%, passing the limit was not always enough;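 also: plate controls were DMSO wells with GST-MLLE for no effect and wells lacking GST-MLLE protein for full effect; some results filed as inactive read as strong as hits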
# MT1-MMP act inh: blockers of MT1-MMP proenzyme processing, primary screen, HT1080 RFP-PRO-GFP cells, GFP/RFP fluorescence | hit rate 0.061% among 360,000 | GFP/RFP ratio change, % at 20 µM | GFP/RFP ratio fluorescence, overnight; percent of plate control window, DMSO zero | Matrix metalloproteinase-14 (Homo sapiens), P50281;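 active = GFP/RFP ratio change of at least 30% with cell ATP level not reduced by more than half and red fluorescence within 50% of control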; also: strong numbers were not always called active
#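 Material – HT1080 RFP-PRO-GFP cells · Control set – DMSO wells and RFP-L50D-GFP cells · Incubation – overnight cell settling, then overnight compound exposure, 37 °C, 5% CO2 · Compound dosing – single-point 20 µM compound, 1% DMSO · Read-out – GFP/RFP fluorescence ratio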
# E coli Lon inh: inhibitors of E. coli Lon protease, primary screen, biochemical, fluorescence polarization | hit rate 0.42% among 360,000 | purified E. coli Lon protease | P0A9M0 | inhibition, % at 7.94 µM; in the data active = inhibition above about 13%, passing the limit was not always enough;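 also: 0% = enzyme with probe and DMSO and 100% = no enzyme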
# MsrA inhibitor: bovine MsrA enzyme inhibitors, primary screen, biochemical, absorbance, HTS | Methionine sulfoxide reductase A (Bos taurus) | purified bovine MsrA, absorbance read-out | inhibition, % at 15.5 µM | hit rate 0.75% among 360,000; in the data active = inhibition above about 4.5%;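 also: 0% = vehicle wells with enzyme and 100% = reference inhibitor wells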
# bovine MsrA act: bovine MsrA enzyme activators, primary screen, biochemical, absorbance, HTS; hit rate 0.3% among 360,000; AID 602163, 2012; purified bovine MsrA, absorbance read-out; activation, % at 10.6 µM; in the data active = activation above about 7.5%;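 also: 0% = vehicle and 100% = reference activator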
# Rpn11 block: Rpn11 (PSMD14) deubiquitinase inhibitors, primary screen, biochemical, fluorescence polarization, uHTS. hit rate 0.59% among 360,000. calls only at 20 µM. AID 588493, 2011. human 26S proteasome, Ub4-pepOG fluorescence polarization; 20S core pre-blocked with epoxomicin. 26S proteasome non-ATPase regulatory subunit 14 (Homo sapiens), O00487;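 active = inhibition at 20 µM, scaled to each plate's controls, above about 33%, limit read from the data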
# Target sequence (O00487 whole entry, looked up): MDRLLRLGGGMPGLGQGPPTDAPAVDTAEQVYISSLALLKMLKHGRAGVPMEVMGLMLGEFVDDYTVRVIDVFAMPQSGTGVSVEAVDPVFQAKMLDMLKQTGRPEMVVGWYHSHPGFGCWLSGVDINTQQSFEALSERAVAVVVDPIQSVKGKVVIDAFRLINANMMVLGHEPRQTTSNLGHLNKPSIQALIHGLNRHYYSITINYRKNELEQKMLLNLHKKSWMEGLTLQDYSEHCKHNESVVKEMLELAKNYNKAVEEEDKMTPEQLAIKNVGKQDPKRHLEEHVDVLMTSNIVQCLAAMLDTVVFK
# CSN inh: inhibitors of CSN-mediated cullin deneddylation, primary screen, biochemical, fluorescence polarization, uHTS | COP9 signalosome complex subunit 5 (Homo sapiens), Q92905 | Purified CSN, SCF-Nedd8-OG deneddylation | inhibition, % at 12.5 µM | hit rate 0.38% among 360,000;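 active = pattern-corrected inhibition above about 35%, with an unprinted fluorescence ratio check between 0.5 and 1.5, limit read from the data, passing the limit was not always enough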;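 also: 0% = enzyme with substrate and 100% = substrate without enzyme; some results filed as inactive read as strong as hits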
# Target sequence (Q92905 whole entry, looked up, one chain of several): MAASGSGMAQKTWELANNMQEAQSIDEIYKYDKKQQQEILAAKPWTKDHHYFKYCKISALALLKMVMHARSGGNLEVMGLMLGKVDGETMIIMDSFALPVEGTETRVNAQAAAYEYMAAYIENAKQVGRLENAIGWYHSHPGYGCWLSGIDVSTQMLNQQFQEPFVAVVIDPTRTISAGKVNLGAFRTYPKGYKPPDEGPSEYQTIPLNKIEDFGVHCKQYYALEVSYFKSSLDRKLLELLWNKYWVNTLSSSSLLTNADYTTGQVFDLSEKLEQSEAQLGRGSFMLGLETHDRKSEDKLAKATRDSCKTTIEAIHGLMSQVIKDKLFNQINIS
#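 Detection – fluorescence polarization · System – HEK293T-derived human Csn5 enzyme · Controls – substrate-only high control, full reaction low control · Timing – 90 min, room temperature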
# FAS TE block: FAS thioesterase domain inhibitors, primary screen, biochemical, fluorescence intensity, uHTS; Fatty acid synthase (Homo sapiens), P49327; hit rate 0.67% among 360,000; inhibition, % at 15 µM; AID 602261, 2012; recombinant FAS-TE, OMFH fluorogenic substrate, fluorescence endpoint;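 active = compounds whose normalised, plate-corrected inhibition of enzyme fluorescence in the single-dose primary screen is 50% or more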;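 also: 0% = DMSO with enzyme and 100% = substrate without enzyme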
# The depositor's hits bear a star; i = inactive; x = no result given; + = active, no number.
SMILES,Rin1 Abl inh,PABP1 MLLE inh,MT1-MMP act inh,E coli Lon inh,MsrA inhibitor,bovine MsrA act,Rpn11 block,CSN inh,FAS TE block
COc1cc(C(=O)N(C)Cc2cccc(OC)c2OC)ccc1OCC(=O)Nc1cccc(C(F)(F)F)c1,1,-4,4,-5,1.0,1,i,-2,20
O=C(N1CCN(c2ccccc2)CC1)C12CC3CC(CC(C3)C1)C2,2,-4,3,-9,1.0,-2,i,3,2
COc1cc2c(cc1NC(=O)COc1ccc3ccccc3c1)oc1ccccc12,-4,-7,2,-1,0.4,0,i,1,21
CCOc1cccc(-c2cc(C(=O)N/N=C/c3ccc(OC)c(CN4CCOCC4)c3)c3ccccc3n2)c1,-1,10,1,-10,3.0,-1,i,2,38
CCOC(=O)c1c(C)[nH]c(C)c1S(=O)(=O)N1c2ccccc2CC1C (configuration not stated),1,5,7,-6,1.4,-11,i,-5,-3
CCc1c(C)nc(SCC(=O)N2CCN(c3ccccc3)CC2)[nH]c1=O,-2,6,1,-1,-0.4,-3,i,-1,-3
COc1ccc(N2CCN(C(=O)c3ccc(CNc4c(N5CCOCC5)c(=O)c4=O)cc3)CC2)cc1,1,4,-2,-4,0.7,-2,i,6,-7
O=C(Nc1ccc(F)cc1)C1CC(=O)n2ncnc2N1 (configuration not stated),8,0,3,-10,0.7,-1,i,-1,-10
COc1cc(NC(=O)c2cc3ccccc3cc2OC)ccc1NC(=O)c1cccs1,-1,-7,-16,2,0.9,-9,i,4,21
COc1cc(C)c(CN2CCC(Cc3ccccc3)CC2)cc1C,2,17,0,-4,-0.5,-4,i,4,0
CCCn1c(=O)c2c(nc3n2CCCN3CCc2ccc(OC)c(OC)c2)n(C)c1=O,2,12,1,-4,-0.2,3,i,-5,-1
COc1ccc(CCNc2ncnc3c2nnn3Cc2ccccc2)cc1OC,2,6,-3,-2,0.3,-4,i,-2,10
CCc1ccc(C(O)(c2ccccc2OC)C(CN2CCOCC2)c2ccccc2)cc1 (configuration not stated),2,14,-2,-6,-0.7,-4,i,-4,8
Cc1ccc(/C=C/C(=O)N2CCc3ccccc32)o1,-2,18,-3,-15,1.8,-11,i,16,3
COc1ccc(-c2cc(=O)oc3c(C)c(OCC(=O)N[C@@H](Cc4ccc(O)cc4)C(=O)O)ccc23)cc1,-4,0,0,7,3.0,-3,i,2,6

# Grouped by structure, the entries above containing a carbonyl joined to an NH by a bond outside any ring.
SMILES,Rin1 Abl inh,PABP1 MLLE inh,MT1-MMP act inh,E coli Lon inh,MsrA inhibitor,bovine MsrA act,Rpn11 block,CSN inh,FAS TE block
COc1cc(C(=O)N(C)Cc2cccc(OC)c2OC)ccc1OCC(=O)Nc1cccc(C(F)(F)F)c1,1,-4,4,-5,1.0,1,i,-2,20
COc1cc2c(cc1NC(=O)COc1ccc3ccccc3c1)oc1ccccc12,-4,-7,2,-1,0.4,0,i,1,21
CCOc1cccc(-c2cc(C(=O)N/N=C/c3ccc(OC)c(CN4CCOCC4)c3)c3ccccc3n2)c1,-1,10,1,-10,3.0,-1,i,2,38
O=C(Nc1ccc(F)cc1)C1CC(=O)n2ncnc2N1 (configuration not stated),8,0,3,-10,0.7,-1,i,-1,-10
COc1cc(NC(=O)c2cc3ccccc3cc2OC)ccc1NC(=O)c1cccs1,-1,-7,-16,2,0.9,-9,i,4,21
COc1ccc(-c2cc(=O)oc3c(C)c(OCC(=O)N[C@@H](Cc4ccc(O)cc4)C(=O)O)ccc23)cc1,-4,0,0,7,3.0,-3,i,2,6

# More structures follow:
SMILES,Rin1 Abl inh,PABP1 MLLE inh,MT1-MMP act inh,E coli Lon inh,MsrA inhibitor,bovine MsrA act,Rpn11 block,CSN inh,FAS TE block
N#Cc1c(N)nc2c(c1-c1ccc(Br)s1)CCCC2,-1,-9,-2,-5,-0.5,2,i,-3,-2
COc1ccc(C2(c3ccc(OC)cc3)NC(=O)N(CC(=O)Nc3cc(C)on3)C2=O)cc1,2,-4,6,8,-0.7,-2,i,4,2
O=C(O)c1cnn(-c2nc(-c3ccc(Br)cc3)cs2)c1C(F)(F)F,2,-8,1,-1,-0.2,-2,i,9,-1
COCCNC(=O)C(c1cccc(OC)c1)N(Cc1cccs1)C(=O)Cn1nnc2ccccc21 (configuration not stated),-4,-8,-1,5,-2.0,-9,i,0,-4
N#CCCN1CCN(S(=O)(=O)c2ccc(S(=O)(=O)NC3CC3)cc2)CC1,-1,-2,2,-1,-1.0,-3,i,-3,-4
CCCCN1CC(C)(C)[C@H](CC(=O)Nc2ccccc2)C1=O,-1,8,3,-6,0.4,-4,i,1,-7
CC(=O)[C@H]1CCC2C3CC=C4C[C@@H](O)CC[C@]4(C)C3CC[C@@]21C (some centres not stated),3,-2,-4,3,-0.7,-2,i,0,0
Cc1ccc(CC2S/C(=C(/C#N)C(=O)N3CCOCC3)N(c3ccccc3)C2=O)cc1 (configuration not stated),-2,4,-10,-7,-0.2,-1,i,1,2
COc1cccc(/C=N/NC(=O)CCCC(=O)NC2CCCCC2)c1,-1,-9,3,2,-0.2,-7,i,-9,-9
Cc1noc(C)c1S(=O)(=O)N1CCCC(C(=O)N2CCN(C3CCCCC3)CC2)C1 (configuration not stated),-5,-1,1,7,-0.8,-1,i,-5,0
Cc1cc2nc(-c3ccc(SCc4ccc(C#N)cc4)nc3)[nH]c2cc1C,-3,-7,-8,-7,3.2,-4,i,7,14
C[C@@H]1CN([C@@H](C)CO)C(=O)CCCn2nncc2CO[C@H]1CN(C)Cc1ccc2c(c1)OCO2,2,-2,1,4,-0.3,-3,i,-5,-6
CN(C)C(=O)COc1ccc2ccc(=O)oc2c1,4,-8,2,-1,1.3,-3,i,-3,1
COC(=O)c1cc(Br)c(=O)n(Cc2ccco2)c1,-6,5,0,-2,0.2,0,i,-4,-6
O=C(NC1=NCCS1)C12CC3CC(C1)CC(C(=O)NC1=NCCS1)(C3)C2,-2,31,0,-5,-0.3,1,i,-2,-3
COCCn1c(N)c(N(Cc2ccccc2)C(=O)C(C)Oc2ccc(Br)cc2)c(=O)[nH]c1=O (configuration not stated),-2,-3,-2,7,0.7,0,i,0,-6
Cc1cc(C)c(OCC(=O)N/N=C/c2ccco2)c(C)c1,2,-6,-4,-2,0.0,-10,i,-2,-5
CCOC(=O)c1[nH]c2ccc(C)cc2c1N=C(C)N(C)C,1,6,0,-6,1.4,-5,i,-3,-12
O=S(=O)(c1ccc(F)cc1)N1CCN=C1SCc1cccc(F)c1,-1,13,-1,-3,0.6,-6,i,0,22
CCCCc1c(C)nc2cc(-c3ccco3)[nH]n2c1=O,2,10,-22,3,0.2,-2,i,102,-4
Cc1ccc2cccc(OCc3ccc(Br)cc3)c2n1,-4,-1,1,5,0.2,-1,i,-2,13
OCCC1CN(Cc2ccc(F)cc2)CCN1CCc1ccccc1 (configuration not stated),3,-13,x,-8,0.3,-1,i,-3,-2
Cc1cccc(NC(=O)CCC(=O)N/N=C/c2ccncc2)c1,-4,10,1,11,0.6,-2,i,-4,-9
Cc1ccc(/C=C/C(=O)N2CCN(c3cccc(C(F)(F)F)c3)CC2)cc1,1,8,5,8,1.1,-5,i,-1,13
COC(=O)[C@@H](NC(=O)NCc1cccc(OC)c1)C(C)C,-1,1,11,2,1.3,-3,i,-2,-8
Cn1c(SCc2c(F)cccc2Cl)nc2ccccc2c1=O,2,9,-3,1,-0.2,-5,i,2,25
CSc1ccc(-c2nnn(Cc3ccccn3)n2)cc1,1,11,12,1,1.0,-2,i,-2,-3
Cn1cc(S(=O)(=O)CC(=O)N2CCCc3ccccc32)c2ccccc21,-2,11,0,-7,0.9,-1,+,0,1
O=C(Nc1ccc2ccccc2c1)c1ccccc1O,5,-3,-12,0,-0.2,-4,i,1,3
COc1ccc(CCN(C)C(=O)CCNC(=O)c2ccc(Br)cc2)cc1OC,-1,4,3,3,1.2,-4,i,4,-2
CCn1ncc(CN2CCCC(C(=O)c3cccc(OC(C)C)c3)C2)c1C (configuration not stated),-4,13,0,6,-0.7,-7,i,3,-8
COc1ccc(OC)c(-c2cc(C(=O)Nc3sc4c(c3C#N)CCC(C)C4)c3ccccc3n2)c1 (configuration not stated),-4,-7,5,4,0.3,-9,i,-1,20
CC(NC(=O)C(=O)N/N=C\c1cccc([N+](=O)[O-])c1)c1ccccc1 (configuration not stated),4,-3,-2,-6,0.7,-6,i,3,13
CCCCCN1C=CC(=C2C(=O)c3ccccc3C2=O)C=C1,-3,-3,-4,2,2.4,-4,i,-4,0
CCC(=O)Nc1ccc2nc3c(=O)[nH]c(=S)[nH]c3nc2c1,-8,38,2,10,1.9,3,i,15,-2
O=C(CSc1nc(-c2ccc(F)cc2)nc2c1Cc1ccccc1O2)Nc1ccc(C(=O)O)cc1,3,10,-1,-11,-0.6,-2,+,26,11
CC1=C(C(=O)OCC2CCCO2)C(c2ccc(C)cc2)C2=C(CC(C)(C)CC2=O)N1 (configuration not stated),2,-2,-5,-1,-0.1,-2,i,0,-5
COCCC(=O)NNS(=O)(=O)c1ccc(Cl)cc1,-1,8,-3,1,-0.4,-4,i,3,-3
CC1(C)CC2CC(C)(CN2C(=O)COC(=O)c2cccc([N+](=O)[O-])c2)C1 (configuration not stated),4,-8,2,-5,-1.1,-1,i,4,44
COCCOc1cc(NC(=O)c2cccc(OC)c2)c(Cl)cc1Cl,0,4,2,3,0.6,1,i,-4,11
Cc1ccc2c(c1)CCCN2C(=O)c1cccs1,-1,4,6,-14,1.0,-2,i,2,1
CC(=C/c1ccco1)/C=N/NC(=O)c1nnn(-c2nonc2N)c1CN(C)C,0,-12,-3,0,7.7*,-5,i,0,-5
